# Cneo AK release = Cryptococcus neoformans lysis via adenylate kinase release. C. neoformans lysis, adenylate kinase release luminescence, 4 h; normalised: neutral wells 0, clomiphene wells 100. actives 0.2% (n = 360,000). lysis activity, % at 15 µM;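 active = mean lysis activity across replicates of at least 80%, whatever share of replicates individually reach that level; inactive = mean lysis activity below 80%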
#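 Material – log-phase Cryptococcus neoformans yeast cells · Input – 5 × 10^6 yeast cells/mL · Medium – fresh YPD growth medium · Doses – single compound concentration per well · Timing – static 4 h at 37 °C with compound, 1 h detection · Detection – adenylate kinase release luminescence · Read-out – signal increase indicating cell lysis · Control set – Clomiphene as positive lysis control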
# RAD54 inh = inhibitors of human RAD54 branch migration; Q92698; RAD54 Holliday junction branch migration, FAM/BHQ fluorescence; inhibition, % at 10.4 µM; actives 0.14% (n = 360,000); AID 602329;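 active = mean normalized replicate activity at least 40 and at least half of replicates scoring 40 or more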;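 also: 0% = median of neutral control wells and 100% = median of positive control wells; inhibitors cause a drop in the FAM fluorescence signal; in these data hits start at about 50%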
# PGC1a acetyl inh = PGC1a acetylation modulation, inhibitor mode; U2OS PGC1a acetylation, AlphaScreen anti-acetyl-lysine; with virally co-expressed GCN5 acetyltransferase; actives 0.17% (n = 350,000); AID 651687; inhibition, % at 15.6 µM;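 active = every replicate shows inhibition of at least 40%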;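 also: 0% = neutral control wells and 100% = positive control wells; some results beyond the cut were filed as inactive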
# PglD DTNB = blocks C. jejuni PglD acetyltransferase activity; inhibition, % at 12.5 µM; AID 602405; actives 0.098% (n = 360,000); purified PglD enzyme, DTNB colorimetric CoA detection; in the data active = inhibition above about 16%, passing the limit was not always enough; also: strong numbers were not always called active
# RAD52 inh = blocks human RAD52 DNA annealing; inhibition, % at 18.7 µM; recombinant RAD52 DNA annealing, FRET fluorescence; actives 0.46% (n = 360,000); AID 651710;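 active = every replicate showing at least 50% inhibition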
# E-sel inducer = induces E-selectin expression in human endothelial cells. HUVEC E-selectin immunofluorescence imaging; normalized: neutral wells 0, TNF-alpha wells 100. activation, % at 7.58 µM. actives 0.37% (n = 260,000). AID 686992;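 active = mean E-selectin-positive cell signal at least 10% of the positive control, reached in at least 60% of replicates, without over 20% cell loss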;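 also: in these data hits start at about 27%; measured in HUVEC primary endothelial cells; signal is the percent of cells scored E-selectin positive by PE staining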
#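 Test system: HUVEC; input: 3,000 HUVEC/well; measured by: immunofluorescence imaging; read-out: % PE-positive cells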
# ERAP1 HTS inh = ERAP1 (human) enzyme inhibition; actives 0.15% (n = 340,000); AID 652197; recombinant ERAP1, Leu-AMC fluorescence, 60 min; Q9NZ08; inhibition, % at 10.7 µM;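 active = mean replicate inhibition of at least 30%, or all replicates individually reaching that 30% level; inactive = mean below 30% and not every replicate reaching it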;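 also: 0% = neutral control wells and 100% = L-leucinethiol positive control wells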
# Target sequence (Q9NZ08 whole entry, looked up): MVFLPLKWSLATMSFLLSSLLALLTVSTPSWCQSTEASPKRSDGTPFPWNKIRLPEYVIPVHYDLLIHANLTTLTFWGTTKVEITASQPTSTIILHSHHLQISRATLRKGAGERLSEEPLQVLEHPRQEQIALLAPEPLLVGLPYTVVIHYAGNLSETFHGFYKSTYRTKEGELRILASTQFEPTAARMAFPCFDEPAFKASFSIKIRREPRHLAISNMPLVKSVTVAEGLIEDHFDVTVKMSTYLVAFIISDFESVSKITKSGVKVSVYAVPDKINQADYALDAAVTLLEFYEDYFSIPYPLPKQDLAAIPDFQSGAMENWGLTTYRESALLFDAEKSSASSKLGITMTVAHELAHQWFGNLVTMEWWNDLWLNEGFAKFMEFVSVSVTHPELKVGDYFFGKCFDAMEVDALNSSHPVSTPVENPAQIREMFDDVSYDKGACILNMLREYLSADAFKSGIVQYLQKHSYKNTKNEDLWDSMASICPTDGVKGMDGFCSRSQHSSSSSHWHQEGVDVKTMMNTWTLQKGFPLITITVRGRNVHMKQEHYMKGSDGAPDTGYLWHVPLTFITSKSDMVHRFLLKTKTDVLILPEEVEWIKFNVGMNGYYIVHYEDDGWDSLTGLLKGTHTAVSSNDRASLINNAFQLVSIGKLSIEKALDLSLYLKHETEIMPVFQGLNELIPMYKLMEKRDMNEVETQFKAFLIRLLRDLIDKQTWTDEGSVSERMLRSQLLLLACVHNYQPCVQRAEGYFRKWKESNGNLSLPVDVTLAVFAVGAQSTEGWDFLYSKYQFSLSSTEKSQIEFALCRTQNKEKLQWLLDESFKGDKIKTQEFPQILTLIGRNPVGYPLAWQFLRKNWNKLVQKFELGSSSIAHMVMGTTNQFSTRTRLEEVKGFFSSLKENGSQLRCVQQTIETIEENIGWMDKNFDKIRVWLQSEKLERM
# miR122 inh = blocks miR-122 activity in Huh7 sensor cells. Huh7 miR-122 Renilla luciferase sensor, 48 h; neutral wells = 0, positive control = 100. activation (reporter increase), % at 12.5 µM. actives 0.3% (n = 340,000). AID 602342;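 active = mean replicate activation score at least 90 and every replicate individually at or above 90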;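 also: higher luciferase means less miR-122 activity so hits act as miR-122 inhibitors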
# Starred values were filed as active, the others as inactive; · = no result given; [ ] = dose if it differs, or a comment.
SMILES	PGC1a acetyl inh	ERAP1 HTS inh	Cneo AK release	PglD DTNB	miR122 inh	RAD52 inh	RAD54 inh	E-sel inducer
COCCN(Cc1cc2cc(C)c(C)cc2nc1Cl)C(=O)Nc1ccccc1	-6	-2	-3	-2	3	-17	3	·
O=C(C[C@H]1CC[C@@H](NC(=O)Nc2ccc(F)cc2)[C@H](CO)O1)NCc1cccc(F)c1	-2	0	-11	-2	·	2	-10	0.0
O=C(O)CCC1(C(=O)O)OCCc2ccccc21 (configuration not stated)	34	4	6	2	·	-5	-4	·
O=Cc1ccc(OCc2ccc3c(c2)OCO3)cc1	·	-2	-8	-1	·	-4	-8	0.1
Cc1cccc(C(=O)Nc2cc(NC(=O)c3cccs3)ccc2C)c1	·	-3	-2	-2	·	2	4	-0.1
Fc1ccc(CN2CCN(C(c3ccccc3)c3ccccc3)CC2)cc1	13	0	1	0	-8	-5	-6	-0.2
COc1ccc(NC(=O)Nc2ccc3c(c2)CC(=O)N([C@@H](C)CO)C[C@H](C)[C@H](CN(C)C(=O)Nc2ccc(F)cc2)O3)cc1	9	0	-1	9	4[16.7 µM]	15	-19	-0.4
CCCCCc1ccc(-c2cn(Cc3ccc(C)cc3)nn2)cc1	0	8	0	-2	-1	0	-5	-0.1
CC(=O)c1ccc(N2CCN(C(=O)c3cc(-c4cccnc4)nc4ccc(Br)cc34)CC2)cc1	-1	4	1	1	-7	-21	4	2.6
CC(C)(C)NC(=O)C1CCN(C(=O)c2ccco2)CC1	7	-1	27	0	2	2	-15	·

# Limited to RAD54 inh, for two of the compounds above:
molecule,RAD54 inh
O=C(C[C@H]1CC[C@@H](NC(=O)Nc2ccc(F)cc2)[C@H](CO)O1)NCc1cccc(F)c1,-10
COc1ccc(NC(=O)Nc2ccc3c(c2)CC(=O)N([C@@H](C)CO)C[C@H](C)[C@H](CN(C)C(=O)Nc2ccc(F)cc2)O3)cc1,-19

# Next part:
SMILES	PGC1a acetyl inh	ERAP1 HTS inh	Cneo AK release	PglD DTNB	miR122 inh	RAD52 inh	RAD54 inh	E-sel inducer
Cn1c(Cn2c(=O)sc3ccccc32)nnc1SCC(=O)N1CCc2ccccc21	4	-1	-4	2	2	-5	0	0.0
Cc1ccc(S(=O)(=O)N(C)C)cc1NC(=O)C(C)N(C)CCOc1ccc(Cl)cc1 (configuration not stated)	·	0	0	3	·	0	5	-0.1
COc1ccc(-c2oc3ccccc3c(=O)c2OCC(=O)O)cc1	6	-7	·	·	-6	-13	·	·
CCOc1ccc(C(=O)Nc2nnc(S(=O)(=O)N3CCCCC3)s2)cc1	-1	1	-4	1	·	-28	-11	-0.1
Cc1ccc(-n2c(C)c([N+](=O)[O-])c3ccc(O)c(CN(C)C)c32)cc1	-6	·	7	-1	9	·	11	·
C[C@@H]1CN([C@H](C)CO)C(=O)c2cc(NS(=O)(=O)c3ccccc3)ccc2O[C@H]1CN(C)S(=O)(=O)c1cccs1	10	2	43	3	1[16.7 µM]	-6	-2	0.1
O=C(Nc1ccccn1)c1ccc(Cl)c(S(=O)(=O)N2CCCC2)c1	·	-2	·	·	-3	-5	·	-1.1
O=C(NCc1ccccc1)c1ccc2c(=O)n3c(nc2c1)CCCCC3	-10	4	1	2	2	-2	3	0.0
C[C@@H]1CN([C@H](C)CO)C(=O)c2cc(NC(=O)Nc3ccccc3)ccc2O[C@@H]1CN(C)Cc1ccc(C(F)(F)F)cc1	12	-5	2	-9	10[16.7 µM]	-29	-2	-0.1
CCC(C)[C@H](NC(=O)Nc1ccc(C(C)=O)cc1)C(=O)OC (some centres not stated)	-11	·	-1	-2	1	·	5	·
CC=Cc1ccc2n(c1=O)C[C@@H]1[C@@H](CO)[C@H](C(=O)N[C@@H](C)c3ccccc3)[C@H]2N1Cc1cncnc1 (mixture of isomers)	6	-2	-2	2	5[16.7 µM]	-20	0	-0.1
Cc1ccn(CCC(=O)Nc2ccc(-c3ccno3)cc2)n1	-3	3	-2	-3	-3	-8	0	·
O=[N+]([O-])c1c(Nc2ccc(Br)cc2)ccc2nonc12	-5	1	0	-3	3	-3	-11	0.2
C#CCOCCOCCOCCNc1nc(N2CCN(C(=O)[C@H](C)n3cc(CCC(=O)O)nn3)CC2)nc(N2CCN(C(=O)[C@H](Cc3ccc(O)cc3)n3cc(CCO)nn3)CC2)n1	5	1	1	3	-5	0	-6	-0.2
N#CCc1ccc(NC(=O)Nc2cccc3ccccc23)cc1	3	·	-1	5	28	·	8	·
O=C(COC(=O)c1ccccc1OCc1ccc(Cl)cc1)NC1CC1	-12	·	1	·	-3	·	5	·
CCCCCc1ccc(-c2ccc(=O)[nH]n2)cc1	-24	·	-2	-4	-6	·	-4	·
CC(C)NC(=O)N(C)C[C@H]1Oc2c(NC(=O)CCCCCC(=O)Nc3ccccc3N)cccc2C(=O)N([C@@H](C)CO)C[C@H]1C	-4	5	·	·	·	-7	·	40*
O=C(CN1CCOCC1)N1CC(=O)N2[C@H](C1)[C@H](c1ccc(/C=C/c3ccccc3)cc1)[C@@H]2CO	1	-1	·	·	·	-4	·	0.0
Cc1ccc(NC(=O)Cn2cccc2C2=NC(c3ccccc3)CO2)c(C)c1 (configuration not stated)	-15	·	-2	0	3	·	4	·
Cc1cccc(N(CC(=O)NCCC2=CCCCC2)S(C)(=O)=O)c1C	-9	·	1	1	5	·	-8	·
Fc1cccc(Cl)c1Cn1nnc2c(N3CCC4(CC3)OCCO4)ncnc21	-12	·	-1	0	-2	·	-4	·
Cc1cc(C)c[n+](-c2[nH]c(=O)sc2/C=N/NC([S-])=Nc2ccccc2)c1	·	10	-4	-2	4	-296	-44	·
Nc1ccc(C(=O)Nc2nc3ccccc3s2)cc1	-7	·	-4	-5	9	-62	5	·
c1cc(-c2cc3cc4c(cc3cn2)OCO4)cs1	·	1	-2	7	6	-43	-4	·
Cc1ccccc1OCc1nc(-c2ccc(NC(=O)c3ccco3)cc2)no1	6	·	3	·	-3	·	-7	·
CC(C)c1ccc(CNc2ccc([N+](=O)[O-])cn2)cc1	-53	3	·	·	-4	-5	·	-0.5
CN(C(=O)Cn1cnc2sccc2c1=O)C1CCCCC1	-7	0	0	·	-2	-17	-7	·
COc1ccc(C(C)(NC(C)=O)c2nc(-c3cnc4ccccc4c3)cs2)cc1 (configuration not stated)	-1	7	2	0	-2	3	15	-0.1
CC(C)(C)OC(=O)n1cccc1/C=C1\c2ccccc2C(=O)N1c1ccccc1	2	·	2	-3	-10	·	2	·
Oc1ccc(C[C@H]2CNC(=S)N2CC2CCCN2C[C@H](Cc2ccccc2)N2C[C@H](Cc3ccc(O)cc3)N(CCc3ccccc3)C2=S)cc1 (some centres not stated)	-19	·	0	0	-13	-72	5	-0.4
O=C(CNC1CCCCCC1)Nc1ccc(S(=O)(=O)NC2CC2)cc1	-1	·	5	3	0	·	3	·
CC1(Cc2ccccc2OC(F)(F)F)C(=O)Nc2ccc(-c3ccsc3)cc21 (configuration not stated)	-16	-3	-2	1	-2	-11	-9	0.0
O=C(NC1CCCCC1)[C@H]1[C@H](CO)[C@H]2Cn3c(cccc3=O)[C@H]2N1C(=O)CC1CC1	2	7	2	5	6[16.7 µM]	-8	-7	-0.2
CC(=O)N1[C@H](C)C=C[C@]1(Cc1ccccc1)C(=O)NCc1cc(F)cc(C(F)(F)F)c1	-10	-2	0	1	-3	-14	4	-0.1
O=C(NC1CCCCC1)C1CCN(C(=O)c2ccc(Cl)cc2)CC1	-13	-3	0	1	-4	-4	2	0.1
Cc1cc(N2CCN(Cc3nc(-c4ccc(Cl)cc4)oc3C)CC2)cc(C)n1	0	1	-11	-2	0	6	-9	0.4
CSc1ccccc1C(=O)Nc1ccc2c(c1)OCO2	-7	7	0	0	-8	-1	8	0.1
COC(=O)c1sccc1NC(=O)Nc1ccccc1OC	·	1	-1	-6	·	-12	-3	·
O=C(COC(=O)c1n[nH]c2ccccc12)NC(=O)NC1CCCC1	-4	·	0	-5	-1	·	-2	·
COc1ccccc1NS(=O)(=O)c1ccc(O)c(C(=O)OCC(=O)N2c3ccccc3CC2C)c1 (configuration not stated)	7	·	0	-3	2	-30	1	0.5
CN1CCN(S(=O)(=O)c2ccc(NC(=O)Cc3cccs3)cc2)CC1	-1	1	·	·	8	-11	·	·
Cc1cnc(C(=O)NCc2ccc(F)cc2)cn1	4	-3	-2	6	-2	-19	-8	0.2
CC(C)OCCCNC(=O)c1cc2c(=O)n(C)c3ccccc3c2n1C	·	-4	-5	0	·	-14	3	0.1
CCC(c1nnc(SCC(=O)Nc2ccc(C(=O)Nc3ccccc3OC)cc2)o1)N(C)C (configuration not stated)	1	·	-4	-3	-6	·	2	·
CCOc1ncccc1C(=O)OCC(=O)c1ccc(F)cc1	10	-3	·	·	·	-2	·	0.1
CCn1c(SCc2nc(-c3ccccc3)no2)nnc1-c1cccs1	-14	·	1	-1	5	·	7	·
O=C(NC1CCCCC1)c1cccc(COCC(F)(F)F)c1	·	·	-4	0	1	·	-1	·
COc1ccc(S(=O)(=O)N(C)C[C@@H]2OCCCC[C@H](C)Oc3ccc(NC(=O)CCCN(C)C)cc3C(=O)N([C@@H](C)CO)C[C@H]2C)cc1	-10	-1	-2	-6	-5[16.7 µM]	21	11	0.1
Cc1nnc(SCCC(=O)Nc2ccc(Cl)cc2)o1	4	-2	2	-7	5	11	-3	·

# Next part:
SMILES	PGC1a acetyl inh	ERAP1 HTS inh	Cneo AK release	PglD DTNB	miR122 inh	RAD52 inh	RAD54 inh	E-sel inducer
COc1ccc(C(CC(=O)N2CCN(c3ccccc3)CC2)c2c(OC)cc(OC)c3ccc(=O)oc23)cc1 (configuration not stated)	-3	0	-3	0	0	-189	6	-0.1
CC1CCN(C(=O)C(NS(=O)(=O)c2cccc3nsnc23)c2ccccc2)CC1 (configuration not stated)	-5	·	0	6	40	·	8	·
C[C@H](CO)N1C[C@H](C)[C@H](CN(C)C(=O)Nc2ccc(F)cc2)Oc2ncc(-c3cc4ccccc4o3)cc2C1=O	5	5	-4	4	-19[16.7 µM]	7	-3	·
COc1ccc(/C=N/N=C/c2ccc(OC)cc2)cc1	7	-3	1	-4	-2	-5	-12	0.0
Cc1ccc(S(=O)(=O)N2CCN(Cc3ccccc3)CC2)s1	-6	0	-1	2	-13	-7	-3	·
CCOc1cc(CNCc2ccccc2)ccc1OCc1ccc(Cl)cc1	-28	0	-1	-2	·	12	24	-0.1
CCCC(=O)Nc1ccccc1Sc1ncnc2scc(-c3ccccc3)c12	5	·	0	-7	3	·	-5	·
CC(C)NC(=O)Nc1ccc2c(c1)C(=O)N([C@@H](C)CO)C[C@H](C)[C@H](CN(C)S(=O)(=O)c1cccs1)OCCCC[C@H](C)O2	1	2	-2	0	1[16.7 µM]	3	-2	·
Cn1cc(-c2ccc(C(=O)Nc3cccc(Oc4ccccc4)c3)c3occc23)cn1	6	2	2	-1	-8	-29	7	1.9
O=S(=O)(c1ccccc1F)N1CCCCN2[C@H](CO)[C@@H](c3ccc(-c4cccnc4)cc3)[C@@H]2C1	-7	-3	-3	-8	-5[16.7 µM]	-12	-5	0.3
COc1ccc(C(=O)c2cc3ccc(O)cc3oc2=O)cc1	7	0	0	3	·	-20	-6	·
CCOC(=O)CSc1nc2c(c(=O)[nH]1)C(C)(CC)Cc1ccccc1-2 (configuration not stated)	0	0	1	2	8	-7	-8	0.1
COC(=O)c1cccc(Oc2nc3c(c(=O)n(C)c(=O)n3C)n2C(C)C)c1	4	1	0	0	2	5	-3	2.4
